# Assay outcomes deposited in PubChem BioAssay by National Center for Advancing Translational Sciences (NCATS).
# FBPA Giardia inh: Giardia lamblia aldolase inhibition | A8B2U2 | purified Giardia FBPA | Potency, µM (top dose mostly 59.6 µM), inactives show top-dose activity, negative = inhibition, usual class: inhibitors | actives 0.71% (n = 290,000) | AID 2451; further: potency means the concentration at half of the fitted maximal effect; nearly all actives have a fitted effect of over 55% in size
# Target sequence (A8B2U2 whole entry, looked up): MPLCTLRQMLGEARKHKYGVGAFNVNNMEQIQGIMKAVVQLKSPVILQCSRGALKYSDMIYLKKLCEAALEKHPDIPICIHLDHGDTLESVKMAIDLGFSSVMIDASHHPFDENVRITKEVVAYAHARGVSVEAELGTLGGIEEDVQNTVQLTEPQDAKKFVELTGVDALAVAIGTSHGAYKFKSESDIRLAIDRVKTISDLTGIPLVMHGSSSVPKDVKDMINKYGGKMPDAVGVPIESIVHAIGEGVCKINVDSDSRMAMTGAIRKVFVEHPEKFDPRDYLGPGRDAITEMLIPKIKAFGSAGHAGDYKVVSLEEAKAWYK
#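 Giardia FBPA (40 nM reagent) was preincubated 10 min at RT with compound (up to 57.5 uM final), then substrate plus GAPDH/TPI/NAD/arsenate coupling system with diaphorase/resazurin was added; resorufin fluorescence (525/598 nm) was read after 20 min.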
# AmpC inh no detg: inhibitors of E. coli AmpC beta-lactamase without detergent | AID 485341 | actives 0.52% (n = 330,000) | Potency, µM (titrated, usually from 57.1 µM), without a hit: at the highest dose activity change, negative = inhibition, actives largely listed as inhibitors | P00811 | AmpC nitrocefin hydrolysis, absorbance 480 nm, 0.0001% Triton;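 further: potency means the concentration at half of the fitted maximal effect; plate controls were no compound for no effect and no enzyme for full effect; nearly all actives have a fitted effect of over 20% in size; some results filed as inactive show a strong effect at the top dose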
# Target sequence (P00811 whole entry, looked up): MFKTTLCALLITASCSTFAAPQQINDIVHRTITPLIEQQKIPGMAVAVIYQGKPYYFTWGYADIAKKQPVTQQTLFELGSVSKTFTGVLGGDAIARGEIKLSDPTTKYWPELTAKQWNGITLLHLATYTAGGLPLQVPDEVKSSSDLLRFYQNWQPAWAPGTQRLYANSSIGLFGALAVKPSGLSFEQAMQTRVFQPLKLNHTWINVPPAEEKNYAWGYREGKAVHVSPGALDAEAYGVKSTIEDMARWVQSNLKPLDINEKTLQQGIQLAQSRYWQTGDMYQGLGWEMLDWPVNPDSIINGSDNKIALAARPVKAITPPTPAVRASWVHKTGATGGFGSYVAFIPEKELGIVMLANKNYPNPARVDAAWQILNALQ
#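 20 mM phosphate pH 7.0 + 0.01% (detergent screen) or 0.0001% Triton X-100; 5.3 nM AmpC reagent; cpd preinc 15 min RT; nitrocefin (800 uM stock) to start; A480 q20 s × 4 min; Activity was normalised to no-enzyme and no-compound control wells.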
# HCMV inh: inhibitors of human cytomegalovirus | HFF cells, HCMV-luciferase reporter, 72 h; stronger effect = lower value | activity change, negative = inhibition, % at 57.5 µM | actives 4.5% (n = 410,000); in the data active means activity change below about -60%; inconclusive means no clear call, values can overlap the other calls; inactive means above about -39%
#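 Luciferase read-out from HCMV-luciferase-infected HFFs (MOI 1 PFU/cell) 72 h post infection at 37C; compounds added after 16 h cell attachment; activity normalized between buffer-only basal and Salinomycin (10uM) inhibitor controls.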
# Sm TGR inh: S. mansoni TGR enzyme inhibition; Q962Y6; Potency, µM (top dose mostly 114 µM), for inactives: at the highest dose activity change, negative = inhibition, usual class: inhibitors; purified TGR, DTNB reduction, TNB absorbance 405 nm; actives 3% (n = 360,000); further: potency means the concentration at half of the fitted maximal effect; nearly all actives have a fitted effect of over 60% in size
#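 Kinetic colorimetric format: TGR-catalysed, NADPH-driven DTNB reduction monitored via TNB absorbance. Enzyme dispensed at 20 nM; compound exposure 15 min at room temperature before reaction start.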
# HCV inhibitor: blocks hepatitis C virus | Huh7.5.1 HCVcc-Cre infection, luciferase reporter, 44 h | Potency, µM (series often up to 41.8 µM), for the others: at the highest dose activity change, negative = inhibition, hits mostly inhibitors | actives 3.4% (n = 340,000) | AID 651820; further: potency means the concentration at half of the fitted maximal effect
#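 Luciferase read-out (15 sec integration) after a 15 min room-temperature substrate step quantifies HCVcc-Cre infection. Cells, 1,000 per well, had compound added 4 h post-plating, then virus at ~0.5 moi, and were cultured 44 h.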
# AmpC detergent: AmpC beta-lactamase inhibition with detergent present; AID 485294; P00811; AmpC hydrolysis of nitrocefin, absorbance 480 nm, 0.01% Triton; actives 0.041% (n = 370,000); Potency, µM (top dose mostly 114 µM), for the others: top-dose activity change, negative = inhibition, usual class: inhibitors;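 further: potency means the concentration at half of the fitted maximal effect; 0% = no-compound wells and -100% = no-enzyme wells; nearly all actives have a fitted effect of over 25% in size; some results filed as inactive show a strong effect at the top dose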
#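 20 mM phosphate pH 7.0 + 0.01% (detergent screen) or 0.0001% Triton X-100; 5.3 nM AmpC reagent; cpd preinc 15 min RT; nitrocefin (800 uM stock) to start; A480 q20 s × 4 min; Activity was normalised to no-enzyme and no-compound control wells.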
# * = called active by the depositor; ? = inconclusive; / = no result given; & = joins results of further samples; [ ] = dose if it differs, or a comment. Unless noted, the call rests on the fitted dose curve; in most records, active means well fitted curve in the direction sought with a large enough effect; inconclusive means small, poorly fitted or top-dose-only effect, or another doubt; inactive means no such curve, though single readings can be large; an effect the other way counts as inactive or inconclusive. Unless noted, on the % scale 0 is the no-effect control and ±100 the full control effect.
# Values run as follows: FBPA Giardia inh, AmpC inh no detg, HCMV inh, Sm TGR inh, HCV inhibitor, AmpC detergent
O=C(NC1CCCN(Cc2ccc(Cl)cc2)C1)c1ccccc1C(F)(F)F (stereo unspecified)
  5%, 32%, -6, 0%, 9%, 2%
Fc1ccccc1N1CCN(CCCc2ccccc2)CC1
  ?, -5%, -35, -3%, 6%, -9%
C[C@@H](NC(=O)c1[nH]cnc1C(=O)Nc1nccs1)c1ccccc1
  /, -10%, 22, 1%, 16%, 4%
Cc1nc2c(c(C)c1CCC(=O)Nc1ccc(F)cc1)c(=O)n(C)c(=O)n2C
  /, /, -11, 3%, /, 14%
CCOC(=O)COc1ccc(S(=O)(=O)NCCC2=CCCCC2)cc1
  14%, -13%, 62, -6%, 11%, 5%
Cc1cc(NC(=O)C(C)Oc2ccc(C(C)(C)C)cc2)no1 (stereo unspecified)
  -1%, 0%, -35, -11%, -7%, -4%
COc1ccc(NC(=O)Cc2ccc(Cl)cc2Cl)cn1
  -8%, -25%, -101*, -15%, -4%, 2%
O=C(CSc1ccc2nnc(-c3ccc(Cl)cc3)n2n1)N1CCc2ccccc21
  -9%, 6.3µM*, 5, 0%, -7%, -16%
CCCN(C#N)c1nc(NCC)nc(NC(C)C)n1
  17%, -11%, 6, 10%, -18%, -7%
Cc1ccc(C(=O)c2ccccc2C(=O)OCC(=O)NCC2CCCO2)cc1 (stereo unspecified)
  ?, 49%, -21, -3%, 0%, -3%
Cc1ccc(CN(C(=O)COc2ccc(Cl)cc2)c2ccccn2)o1
  /, /, 35, -33%, /, 22%
COc1ccccc1NC(=O)C(C)OC(=O)Cn1cnc2c1c(=O)n(C)c(=O)n2C (stereo unspecified)
  /, -8%, -25, 5%, 20%, ?
C[C@H]1CCC(=O)N([C@H](CN=[N+]=[N-])Cc2ccccc2)CC1
  -2%, 34%, ?, -4%, ?, -13%
O=C(N/N=C/c1ccc(O)c(O)c1)N/N=C/c1ccc(O)c(O)c1
  -24%, -27%, 20, ?, 15%, 4%
COc1cccc(C(=O)O/N=C2\CCS(=O)(=O)c3sccc32)c1
  0%, -10%, 9, /, 9%, 0%
COc1ccc(N(CC(=O)NCc2ccccc2OC)S(=O)(=O)c2c(C)nn(C)c2C)cc1
  5%, 126%[activator], -11, 2%, 6%, -5%
CC(C)NC(=O)C(=O)Nc1ccc2c(c1)N(S(=O)(=O)c1cccs1)CCC2
  /, -21%, -5, 0%, ?, 2%
Cc1ccc(S(=O)(=O)N2CCC(C(=O)N3CCc4ccccc43)CC2)cc1
  /, -10%, 44, -25%, ?, 7%
CCOc1cc(C=C2C(=O)NC(=O)NC2=O)ccc1OS(=O)(=O)c1ccccc1
  ?, -30%, /, 22µM*, -3%, -1%
CN(C(=O)c1ccc(NC(=O)Cc2cccc(NC(=O)C3CCCN(C(=O)C4CCCCC4)C3)c2)cc1)C1CCCC1 (stereo unspecified)
  /, 96%[activator], 13, -2%, 22%, -1%
COc1cccc(C2NC(=O)c3ccccc3O2)c1OCc1ccccc1F (stereo unspecified)
  -1%, -24%, 46, 1%, ?, -1%
CCOC(=O)c1oc2ccc(OC)cc2c1NC(=O)CN1CCN(C)CC1
  4%, 71%[activator], 39, -4%, -15%, 4%
CCN(CC(=O)Nc1ccccc1C(F)(F)F)C(=O)c1ccccc1Cc1ccccc1
  /, 31%, 1, -2%, -16%, -19%
O=C1COc2ccc(C(=O)COC(=O)c3c(F)cccc3Cl)cc2N1
  /, -11%, -17, 0%, -6%, ?
O=C(C1CCC(Cn2c(=O)c3sccc3n(Cc3ccccc3F)c2=O)CC1)N1CCOCC1 (stereo unspecified)
  /, /, -37, -4%, /, 21%
OC(COc1ccc(Br)cc1)CN1CCOCC1 (stereo unspecified)
  -6%, -9%, -26, 4%, 8%, ?
Cc1ccc(OCc2nc(-c3ccccc3)no2)c(C)c1
  0%, -20%, 32, -25%, -19%, -17%
O=C(c1cc2nc(-c3ccco3)cc(C(F)(F)F)n2n1)N1CCc2ccccc2C1
  0%, 3%, -38, 50µM*, ?, 6%
COc1ccc(N)cc1NC(=O)CN1CCCC1
  1%, -19%, -6, -24%, 14%, -2%
COc1cc(/C=N/N=C2/NC(=O)C(Cc3ccc(F)cc3)S2)ccc1O (stereo unspecified)
  4%, -51%, -19, 3%, 2%, 2%
CCc1ccccc1OCCSc1nnc(-c2cc(OC)c(OC)c(OC)c2)o1
  /, /, 6, -13%, /, 1%
CC(=O)c1cc(Cl)ccc1OCC(=O)NC1CCCC1
  /, 5%, 25, -3%, ?, -14%
CCOC(=O)c1ccc(Nc2ncnc3c2cnn3-c2cccc(Cl)c2)cc1
  /, /, 0, 0%, /, 8%
COC(=O)c1c(C)[nH]c(O)c1C=Nc1ccc(C#N)cc1
  16µM*, -23%, -8, 13µM*, -12%, 2%
CCc1nnc(SCC(=O)Nc2ccc3c(c2)OCO3)n1CC
  /, -3%, /, -13%, 15%, 0%
COc1ccc(NC(=O)CSc2nnc(Cn3nnc4ccccc43)n2C)cc1
  7%, -17%, 14, -4%, -6%, 1%
CCOC(=O)C(=O)c1cn(C2OCC(OC(C)=O)C(OC(C)=O)C2OC(C)=O)c2ccccc12 (stereo unspecified)
  6%, 152%[activator], -6, -6%, 1%, -13%
COc1ccc(CC(=O)Nc2c3c(nn2-c2cccc(C)c2C)CS(=O)C3)cc1 (stereo unspecified)
  1%, -14%, 62, -8%, 5%, ?
CCCS(=O)(=O)n1nc(-c2ccc(C)cc2)cc1N
  5%, -15%, 30, 7%, -19%, ?
CCOC(=O)C1=C(C)NC2=C(C(=O)c3ccccc32)C1c1ccc(O)cc1 (stereo unspecified)
  -8%, -13%, -17, 11%, -22%, -2%
O=C(CNS(=O)(=O)c1cccc(F)c1)OCC(=O)N1CCCC1=O
  /, -7%, -15, -2%, 13%, 2%
O=C(C[N+]12CCN(CC1)CC2)NCCc1ccc(Cl)cc1Cl
  4%, -13%[11.4 µM], 5, -1%, -18%, -1%
CCc1ccc(NC(=O)CSc2ccc3nc(-c4ccc(OC)cc4)cn3n2)cc1
  /, /, 64, 9%, /, 1%
CSc1nc2c(c(=O)[nH]1)C(c1ccncc1)C(C(=O)OC(C)C)=C(C)N2 (stereo unspecified)
  9%, -31%, 86, 15%, 16%, 5%
Nc1nonc1-n1nnc(C(=O)N/N=C/c2ccccc2F)c1CN1CCc2ccccc21
  -7%, -31%, 7, -17%, -24%, -5%
CC(C)c1nc2ccc(Br)cn2c1NC1CCCC1
  -7%, 7%, -31, /, -7%, ?
CC1CCCC(NC(=O)C2CCN(C(=O)Nc3ccccc3)CC2)C1C (stereo unspecified)
  /, -22%, -10, 0%, 9%, -3%
CCN(C(=O)CCc1ccccc1)C1CCCCC1
  -3%, 33%, 16, 1%, 9%, 4%
C/C(=N/NC(=O)CNC(=O)c1ccccn1)c1ccc([N+](=O)[O-])cc1
  1%, -25%, 17, -4%, -10%, 0%
CC(OC(=O)Cc1ccc(Br)cc1)C(=O)NC1CCCC1 (stereo unspecified)
  /, 32%, 12, /, -1%, /
O=C(Cn1cc2c(n1)CCCCC2)NCc1ccccc1
  -4%, -4%, -4, -9%, 1%, ?
Cc1ccn2c(NC3CCCCC3)c(-c3cccc(SC4CCCCC4)c3)nc2c1
  /, -3%, -25&6, /, ?, /
O=C(Nc1cccnc1)c1cc(S(=O)(=O)N2CCOCC2)ccc1Br
  -3%, -10%, 0, -17%, 6%, 3%
CC(C)Sc1ncc(Cl)c(C(=O)Nc2nc3ccc(S(C)(=O)=O)cc3s2)n1
  /, /, 21, 2%, /, 24%
Cc1ccc(-c2noc(CSc3nnc(-c4cccs4)n3C)n2)cc1
  1%, -20%, -5, 4%, -14%, ?
CCOC(=O)c1cc(-c2ccc(C)cc2)n(CC(=O)NC2CCCCCC2)c1C
  /, /, -18, 7%, /, -5%
COc1ccc(S(=O)(=O)N(C)CC(=O)NCc2ccc3c(c2)OCO3)cc1
  1%, -1%, 9, 31%, -3%, 2%
O=c1[nH]nc(SCCS(=O)(=O)c2ccc(F)cc2)n1-c1ccccc1
  0%, -9%, -79*, 2%, -12%, 5%
CC(C)CN(C(=O)CCC(=O)OCC(=O)NCCc1ccccc1)c1c(N)n(CC(C)C)c(=O)[nH]c1=O
  /, 126%[activator], 23, -1%, 8%, 0%
C[C@H](NC(=O)C1CC(=O)N(c2ccc3c(c2)OCCO3)C1)C(=O)NCc1ccco1 (stereo partly specified)
  -5%, -1%, -8, ?, 1%, 2%

# A different layout for part of the listing above:
Molecule	FBPA Giardia inh	AmpC inh no detg	HCMV inh	Sm TGR inh	HCV inhibitor	AmpC detergent
Cc1ccc(-c2noc(CSc3nnc(-c4cccs4)n3C)n2)cc1	1%	-20%	-5	4%	-14%	?
CCOC(=O)c1cc(-c2ccc(C)cc2)n(CC(=O)NC2CCCCCC2)c1C	/	/	-18	7%	/	-5%
COc1ccc(S(=O)(=O)N(C)CC(=O)NCc2ccc3c(c2)OCO3)cc1	1%	-1%	9	31%	-3%	2%
O=c1[nH]nc(SCCS(=O)(=O)c2ccc(F)cc2)n1-c1ccccc1	0%	-9%	-79*	2%	-12%	5%

# Next results follow.
# Values run as follows: FBPA Giardia inh, AmpC inh no detg, HCMV inh, Sm TGR inh, HCV inhibitor, AmpC detergent
O=c1c2ccccc2[nH]c(=S)n1CCN1CCC(=C(c2ccc(F)cc2)c2ccc(F)cc2)CC1
  -5%, 3.2µM*, /, -8%, 3%[8.37 µM], -8%
CCCCNC(=O)C1CCCN(S(=O)(=O)CC)C1 (stereo unspecified)
  3%, -7%, -17, 0%, 2%, -2%
CCN(CC)c1ccc(S(=O)(=O)N2CCOCC2)cc1NC(=O)CNCc1ccccc1
  ?, 151%[activator], -38, 1%, -8%, 6%
Cc1ccc(OC(=O)c2cccc([N+](=O)[O-])c2)c(-n2nc3ccccc3n2)c1
  3%, -18%, 26, -4%, 30%[activator], -14%
COCc1cc(=O)[nH]c2cc(NC(=O)c3cccc(OC)c3)c(C)cc12
  -2%, -17%, -6, 12%, -3%, 1%
Oc1c(C(c2ccccc2F)N2CCCCC2)sc2nc(-c3ccco3)nn12 (stereo unspecified)
  /, /, 23, -17%, /, 1%
CCCC(C)C(=O)OCC(=O)NCc1ccc(OC)c(OC)c1 (stereo unspecified)
  0%, -4%, 17, 64%[activator], 29%, 7%
COc1cccc(NC(=O)CN(C)C(=O)c2cc(-c3ccc(C)o3)nc3ccccc23)c1
  /, -27%, -9, 14µM*, ?, ?
Cc1c(C(=O)O)sc(=S)n1-c1ccc(Cl)cc1
  24%, -40%, ?, 9%, 2%, -5%
COc1cccc2c1Oc1cc([N+](=O)[O-])cc(N(C)C(C)=O)c1C=C2
  -4%, 29%, 218, -1%, ?, -4%
Cc1cc(S(=O)(=O)N(Cc2ccc(C(C)C)cc2)CC2CCCO2)ccc1-n1cnnn1 (stereo unspecified)
  -3%, 67%[activator], -77*, 2%, ?, -12%
Cc1nnc(SCCn2c(Br)nc3c2c(=O)[nH]c(=O)n3C)s1
  4%, 0%, -12, 0%, 7%, 0%
Cn1ccnc1SCC(=O)NC1CCCC1
  -6%, -7%, 2, -4%, 18%, -2%
